From PubChem BioAssay
LDHA block – qHTS assay for inhibitors of human lactate dehydrogenase. L-lactate dehydrogenase A chain (Homo sapiens), P00338. purified LDHA, NADH/diaphorase-resazurin fluorescence; active compounds read low. activity change, % (values are at about 110 or 230 µM). 0.15% of 480,000 active. AID 1347041, 2019; in the data active = activity change below about -30%;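 also: plate controls were DMSO wells for no effect and wells without enzyme for full effect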
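Human LDH5 at 2 nM final in Tris HCl pH 7.4 with 0.06 mM NADH and 0.2 mM pyruvate, reacted 5 minutes at room temperature. Remaining NADH coupled via diaphorase/resazurin; resorufin fluorescence read at 0 and 20 minutes, normalized to enzyme-free and DMSO wells.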
Numbers without * were called inactive. Only part of the results is shown; rates above refer to the full screens.

How did COc1cccc(Oc2coc3cc(OC(=O)c4ccccc4)ccc3c2=O)c1 do in these assays?
LDHA block: -3.7

How did CCCCOCCCNC(=O)CCSc1ccccc1 do in these assays?
LDHA block: 0.3

How did CCOC(=O)N1CCC(NC(=O)C2CCN(Cc3nc(-c4ccccc4)no3)CC2)CC1 do in these assays?
LDHA block: 3.1

What do the screens show for `COc1ccc(NC(=O)c2ccccc2NS(=O)(=O)c2ccc3c(c2)OCCCO3)cc1`?
LDHA block: 10.9

Results for COc1cc(C(=O)N(C)Cc2nc3ccccc3c(=O)[nH]2)cc(Cl)c1OCC(N)=O ?
LDHA block: 1.9

How did O=C(OCC(=O)C12CC3CC(CC(C3)C1)C2)c1c(F)cccc1F do in these assays?
LDHA block: 0.7

How did OCCc1nc2ccccc2[nH]1 do in these assays?
LDHA block: -6.0

How did CSc1ccccc1NC(=O)CC(C)(C)CC(=O)O do in these assays?
LDHA block: -3.1

How did CCOC(=O)C1=CN(c2ccccc2)C=C(C(=O)OCC)C1c1ccc(F)cc1 do in these assays?
LDHA block: 8.6

Results for O=C(Cn1ccc2cc(Cl)ccc21)Nc1ccc2c(c1)OCO2 ?
LDHA block: 6.4

Results for Cc1cccc(/C=C/C(=O)c2ccc(-c3ccccc3)cc2)c1 ?
LDHA block: 0.8

Results for CCOC(=O)[C@]12CCCC=C1N(Cc1ccco1)C(=O)[C@H](CC(=O)N1CCC(c3ccccc3)CC1)C2 ?
LDHA block: 0.2

How did Cn1c(=O)[nH]c(=O)c2c1nc(NCc1ccco1)n2Cc1ccc(F)cc1 do in these assays?
LDHA block: -1.4

What do the screens show for `CCCn1c(C)cc(C(=O)CC#N)c1C`?
LDHA block: 0.2

Results for COC(=O)c1ccc(NC(=O)C(NC(=O)c2ccccc2F)C(C)C)c(C)c1 (stereo not drawn) ?
LDHA block: 0.3

What do the screens show for `NC(=O)C1CCN(CCCNC(=O)c2ccc3ccccc3n2)CC1`?
LDHA block: 2.5

What do the screens show for `O=C1CCCC2=C1C(c1ccsc1)CC(=O)N2c1ccc(F)cc1` (stereo not drawn)?
LDHA block: 0.3

How did O=C(CC1Nc2ccccc2NC1=O)Nc1cccc(C(F)(F)F)c1 (stereo not drawn) do in these assays?
LDHA block: 1.3

How did C=CCn1c(C)cc(C(=O)CN2C(=O)NC(Cc3c[nH]c4ccccc34)C2=O)c1C (stereo not drawn) do in these assays?
LDHA block: 5.1

Results for O=C(O)c1ccc(CNCc2ccc(Br)cc2)cc1 ?
LDHA block: 0.1

How did CCN(Cc1ccncc1)C(=O)c1cc(=O)c2ccccc2o1 do in these assays?
LDHA block: 3.0

How did COC(=O)c1ccc(OC(=O)CC23CC4CC(CC(C4)C2)C3)cc1 do in these assays?
LDHA block: 4.2

What do the screens show for `CCOC(=O)C1=C(C)N(C2CCCCC2)C(=O)C1(NC(=O)C1CC1)C(F)(F)F` (stereo not drawn)?
LDHA block: -6.5

How did Cc1ccnc(NC(=O)c2cc(-c3ccncc3)nc3ccccc23)c1 do in these assays?
LDHA block: 2.1

How did O=S(=O)(c1ccc(C(F)(F)F)cc1)N1CCN(c2nc(-c3cccs3)nc3ccccc23)CC1 do in these assays?
LDHA block: 4.2

What do the screens show for `O=C(Nc1ccc2oc(C3CC3)nc2c1)c1n[nH]c(=O)c2ccccc12`?
LDHA block: -4.6

What do the screens show for `O=Cc1cccn1-c1ccc(F)cc1`?
LDHA block: 0.5

Results for Cc1ccc2c(CN(C)Cc3ccco3)cc(=O)oc2c1 ?
LDHA block: 7.3

Results for Cc1ccc(C(=O)COC(=O)C23CC4CC(CC(O)(C4)C2)C3)s1 ?
LDHA block: -6.9

Results for CCCC1CC(C(=O)NC(C(C)O)C2OC(SC)C(O)C(O)C2O)N(C)C1 (stereo not drawn) ?
LDHA block: 5.6

Results for O=C(NC1CCCCC1C(F)(F)F)c1ccc2ncsc2c1 (stereo not drawn) ?
LDHA block: -5.6

How did S=C(N/N=C1/CCCCc2ccccc21)NC1CCCCC1 do in these assays?
LDHA block: 5.1

What do the screens show for `Cn1c(=O)c2c(ncn2CCC(=O)Nc2ccc(F)cc2)n(C)c1=O`?
LDHA block: 5.2

How did O=C(CSc1ncnc2nc[nH]c12)NCc1ccccc1Cl do in these assays?
LDHA block: -8.1

Results for O=C(NCCSCc1ccsc1)C1CC1 ?
LDHA block: 6.8

What do the screens show for `O=C(NCc1ccc(F)cc1)C1CCCCC1`?
LDHA block: 4.7

How did CNc1oc(-c2cc(S(=O)(=O)N3CCCC3)c(C)o2)nc1C#N do in these assays?
LDHA block: -17.5

What do the screens show for `CC(=O)N(c1nc(COc2ccccc2C(N)=O)cs1)c1cccc(C)c1C`?
LDHA block: 8.9

What do the screens show for `FC(F)(F)c1cccc(NC2(c3nnnn3-c3ccccc3)CCCC2)c1`?
LDHA block: -4.0

Results for CCCCCCn1nc(C(=O)OCC(=O)Nc2ccc(C)c(F)c2)c2ccccc2c1=O ?
LDHA block: 0.0

How did Cc1ccc(NC(=O)CN2C(=O)N/C(=C\c3cn(-c4cccc(C(=O)O)c4)cn3)C2=O)cc1 do in these assays?
LDHA block: 12.2

How did COc1cc(OC)cc(C(=O)Nc2ccc3oc(-c4ccccc4Cl)nc3c2)c1 do in these assays?
LDHA block: 3.7

What do the screens show for `Cc1ccc(-c2noc(CN3CCCC3c3cccn3C)n2)cc1` (stereo not drawn)?
LDHA block: 9.7

Results for O=C(Nc1ccc(Br)cc1F)c1ccc2nc(N3CCCCC3)sc2c1 ?
LDHA block: 1.8

Results for CN(Cc1nc2ccccc2[nH]1)S(=O)(=O)c1ccc(F)cc1 ?
LDHA block: 1.9

What do the screens show for `Cc1ccc(NC(=O)CSc2cnc3cc(S(=O)(=O)N4CCCCC4)ccc3n2)cc1`?
LDHA block: 3.0

Results for CC(C)c1nc2cc(NC(=O)CNC(=O)c3ccc(Br)o3)ccc2o1 ?
LDHA block: 3.8

Results for CCN(CCC(=O)Nc1ccccc1C#N)Cc1ccco1 ?
LDHA block: 0.0

What do the screens show for `O=C1CSc2ccc(C(=O)NC3CC3)cc2N1`?
LDHA block: 5.3

How did O=C(CN1CCCC1c1ccc2c(c1)OCCCO2)Nc1ccccc1F (stereo not drawn) do in these assays?
LDHA block: 4.9

Results for O=C(NC1CC1)C(NCc1cccc(C(F)(F)F)c1)c1ccc(F)cc1 (stereo not drawn) ?
LDHA block: 0.4

How did COc1ccc(-c2c(NC(=O)c3ccc([N+](=O)[O-])cc3)oc3c(C)cccc3c2=O)cc1 do in these assays?
LDHA block: 1.6

What do the screens show for `Cc1sc(/N=C/c2cccc3ccccc23)c(C#N)c1C`?
LDHA block: 1.5

How did CN1CCN(C(NC(=O)c2cccs2)C(=O)c2ccccc2)CC1 (stereo not drawn) do in these assays?
LDHA block: -5.3

Results for Cn1c(=O)c2c(nc(NCCc3ccccc3)n2Cc2ccc(Br)cc2)n(C)c1=O ?
LDHA block: 8.5

Results for Cc1c(Cl)c(=O)oc2cc(OC(=O)[C@@H](NC(=O)OC(C)(C)C)C(C)C)ccc12 ?
LDHA block: 6.9

How did Cc1ccc(SC(C)C(=O)NC2CCCCC2)cc1 (stereo not drawn) do in these assays?
LDHA block: 6.5

How did O=C(O)CCC(=O)N1CCOCC1 do in these assays?
LDHA block: 1.3

What do the screens show for `CCOC(=O)/C=C/C(=O)OCC(=O)c1ccc(Cl)s1`?
LDHA block: 3.0

What do the screens show for `CCc1cccc(C)c1NC(=O)CC(C)(C(=O)O)c1ccccc1` (stereo not drawn)?
LDHA block: 1.5

How did CCNc1cc(C)nc(Nc2ccc(NC(=O)c3ccccc3F)cc2)n1 do in these assays?
LDHA block: -6.7

How did O=C(OCc1cc(=O)oc2cc3c(cc12)CCC3)C1CCCO1 (stereo not drawn) do in these assays?
LDHA block: 1.5

What do the screens show for `O=C(CCc1ncc(-c2ccccc2)o1)N1CCN(c2ccc([N+](=O)[O-])cc2)CC1`?
LDHA block: 4.8

How did CCOCCCNC(=O)c1cc2cc(S(=O)(=O)N(C)C)ccc2n1CC do in these assays?
LDHA block: 12.5

Results for CC1CCCN(C(=O)COc2ccccc2-c2noc(-c3ccc(Cl)cc3)n2)C1 (stereo not drawn) ?
LDHA block: -6.4

What do the screens show for `O=C(C1COc2cc(S(=O)(=O)Nc3ccc(F)cc3)ccc2O1)N1CCCCC1` (stereo not drawn)?
LDHA block: 1.5

How did O=C(CSc1nc2ccc(Cl)cc2o1)c1c[nH]c2ccccc12 do in these assays?
LDHA block: 2.1

Results for Cc1ccc(-c2cc(C(=O)O)c3cc(Cl)ccc3n2)s1 ?
LDHA block: 16.2

Results for O=S(=O)(Nc1nc2ccccc2nc1NCc1ccc(F)cc1)c1ccc(F)cc1 ?
LDHA block: 4.5

Results for CCOC(=O)C1CCN(C(=O)c2nc3nc(-c4ccco4)cc(C(F)(F)F)n3n2)CC1 ?
LDHA block: -6.3

What do the screens show for `N#Cc1ccc(OCCOC(=O)CCc2ccc3ccccc3n2)cc1`?
LDHA block: -6.0

How did Cc1ccccc1COC(=O)/C=C/c1ccc2ccccc2n1 do in these assays?
LDHA block: 8.7

How did Cc1ccc(C)c(C(=O)CCC(=O)N2CCc3sccc3C2c2cccs2)c1 (stereo not drawn) do in these assays?
LDHA block: 11.9

Results for CSc1ccc(C2CC(=O)Nc3c2c(=O)[nH]c2ncnn32)cc1 (stereo not drawn) ?
LDHA block: -0.7

How did CCN(CC)C(=O)Oc1ccc2oc(=O)c(-c3ccccc3)c(C)c2c1 do in these assays?
LDHA block: 6.2

How did Cc1ccc(NC(=O)CC23CC4CC(CC(C4)C2)C3)cc1 do in these assays?
LDHA block: 3.7

Results for CCOC(=O)/C=c1/s/c(=C/c2ccsc2)c(=O)n1C ?
LDHA block: -1.4

How did Cc1ccnc2nc(C(=O)OCC(=O)Nc3ccccc3)nn12 do in these assays?
LDHA block: -7.1

How did COc1ccc(C(CNC(=O)c2n[nH]c(=O)c3ccccc23)N(C)C)cc1 (stereo not drawn) do in these assays?
LDHA block: 6.6

What do the screens show for `CSc1ccc(-c2noc(Cn3cnc4c(oc5ccccc54)c3=O)n2)cc1`?
LDHA block: -0.9

Results for CCc1cccc(-n2c(SCc3nc4ccccc4o3)nnc2N2CCOCC2)c1 ?
LDHA block: -8.9

How did CCOC(=O)C1CCC(CNC(=O)N2CCCC2c2ccc(C)cc2)CC1 (stereo not drawn) do in these assays?
LDHA block: 0.7

What do the screens show for `Cc1ccc2c(c1)-c1c(c(C(=O)NCc3ccc(F)cc3)nn1C)CS2`?
LDHA block: 2.4

Results for COc1ccc2c(c1)CCCN2C(=O)c1cc2cc(C)ccc2nc1C ?
LDHA block: -10.7

Results for COc1c(C)cc(Br)cc1C(=O)Nc1sc2c(c1C(N)=O)CCC(C)C2 (stereo not drawn) ?
LDHA block: 14.9

How did CC(C)(C)C(CCC(=O)O)CC(=O)O (stereo not drawn) do in these assays?
LDHA block: 6.1

Results for COc1ccc(C2CC(=O)c3c(C)nc(Nc4ccccc4OC)nc3C2)cc1 (stereo not drawn) ?
LDHA block: 0.5

Results for CCOC(=O)c1nc2ccccc2nc1NCc1ccc2c(c1)OCO2 ?
LDHA block: 0.7

How did Cc1nc(-c2ccc(S(=O)(=O)Nc3ccc(F)cc3C)cc2)co1 do in these assays?
LDHA block: 10.0

How did Cc1cc(N2CCN(C(C(=O)NC3CCCC3)C(C)C)CC2)c2ccccc2n1 (stereo not drawn) do in these assays?
LDHA block: 4.1

Two records drawn at random from those above:
Results for CCOC(=O)c1nc2ccccc2nc1NCc1ccc2c(c1)OCO2 ?
LDHA block: 0.7

Results for COc1ccc(C2CC(=O)c3c(C)nc(Nc4ccccc4OC)nc3C2)cc1 (stereo not drawn) ?
LDHA block: 0.5

Six neighbouring entries out of the list so far:
Results for COc1c(C)cc(Br)cc1C(=O)Nc1sc2c(c1C(N)=O)CCC(C)C2 (stereo not drawn) ?
LDHA block: 14.9

How did CC(C)(C)C(CCC(=O)O)CC(=O)O (stereo not drawn) do in these assays?
LDHA block: 6.1

Results for COc1ccc(C2CC(=O)c3c(C)nc(Nc4ccccc4OC)nc3C2)cc1 (stereo not drawn) ?
LDHA block: 0.5

Results for CCOC(=O)c1nc2ccccc2nc1NCc1ccc2c(c1)OCO2 ?
LDHA block: 0.7

How did Cc1nc(-c2ccc(S(=O)(=O)Nc3ccc(F)cc3C)cc2)co1 do in these assays?
LDHA block: 10.0

How did Cc1cc(N2CCN(C(C(=O)NC3CCCC3)C(C)C)CC2)c2ccccc2n1 (stereo not drawn) do in these assays?
LDHA block: 4.1

The results go on:
How did CCCCCCCCN1C(=O)[C@H](CC(=O)NCCCC)C[C@@]2(C(=O)OC)CC(C)(C)CC=C12 do in these assays?
LDHA block: 3.1

How did Cc1ccc(-c2nc(CS(=O)(=O)CC(=O)NCc3ccccc3C)c(C)o2)cc1 do in these assays?
LDHA block: -3.3

How did COC(=O)[C@@]12C[C@@H](CC(=O)NCCCN3CCCC3=O)C(=O)N(Cc3ccc4c(c3)OCO4)C1=CCC(C)(C)C2 do in these assays?
LDHA block: 1.6

What do the screens show for `CCOc1ccccc1Oc1c(C)oc2cc(OC(=O)C(C)C)ccc2c1=O`?
LDHA block: 1.2

What do the screens show for `Nc1nc(CN2CCC(O)CC2)nc2ccccc12`?
LDHA block: -5.1

How did O=C(Cn1ccc2cc(S(=O)(=O)N3CCCCC3)ccc21)N1CCOCC1 do in these assays?
LDHA block: -2.2

What do the screens show for `CN(C)CC(O)COc1ccc(NC(=O)NCc2ccccc2)cc1` (stereo not drawn)?
LDHA block: 12.5

Results for C=CCn1c(SCCCCCCC)nc2c1c(=O)n(C)c(=O)n2C ?
LDHA block: -11.0

What do the screens show for `CC1(c2nnnn2-c2ccc3c(c2)OCCO3)CCC(=O)N1C1CCN(Cc2ccccc2)CC1` (stereo not drawn)?
LDHA block: 7.8

How did CCN(CC)S(=O)(=O)c1ccc(N(C)C)c(N)c1 do in these assays?
LDHA block: 9.2
